Screening results: PubChem, Sanford-Burnham Center for Chemical Genomics
697 NFkB inh = lowers PMA/ionomycin-induced NF-kB signal in 697 B cells | 697 B-cell NF-kB luciferase reporter, 16 h | inhibition, % at 4 µM | 330,000 tested, 0.33% active; in the data active = inhibition above about 35%
Gli-Sufu block = blocks Gli-Sufu signaling in a luciferase reporter; Sufu-KO-LIGHT fibroblasts, Gli luciferase reporter luminescence; inhibition, % at 5 µM; 340,000 tested, 0.74% active; AID 588413;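 active = inhibition above about 55%, limit read from the data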;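 also: 0% = DMSO-treated cells and 100% = wells with medium but no cells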
SENP8 inh = inhibitors of human SENP8 protease. Q96LD8. purified SENP8, Z-RLRGG-aminoluciferin cleavage, luminescence. inhibition, % at 10 µM. 330,000 tested, 1.2% active
Target sequence (Q96LD8 whole entry, looked up): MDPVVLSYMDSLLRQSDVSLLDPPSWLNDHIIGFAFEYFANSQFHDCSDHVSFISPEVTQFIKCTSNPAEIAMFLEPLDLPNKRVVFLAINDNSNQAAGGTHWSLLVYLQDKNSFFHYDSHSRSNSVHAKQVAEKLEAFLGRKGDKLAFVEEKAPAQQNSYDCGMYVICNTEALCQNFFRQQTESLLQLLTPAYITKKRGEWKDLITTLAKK
Jurkat NFkB inh = lowers PMA/ionomycin-induced NF-kB signal in Jurkat cells | PMA/ionomycin-induced NF-kB luciferase reporter, luminescence | inhibition, % at 4 µM | 330,000 tested, 0.53% active
HKDC1 inh = inhibitors of human hexokinase HKDC1. 340,000 tested, 0.16% active. AID 493160. Q2TB90. inhibition, % at 20 µM. recombinant HKDC1, G6PDH/diaphorase resazurin coupled fluorescence;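 active = inhibition above about 35% when tested at 20 µM, limit read from the data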;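 also: plate controls were DMSO wells with enzyme for no effect and DMSO wells lacking enzyme for full effect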
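Incubation: 90 min at room temperature in dark / Material: recombinant HKDC1 (HK5) hexokinase enzyme, produced in-house / Quantity: enzyme 5 µg/mL final / Compound: one dose of 20 µM, 1% DMSO / Reagent: glucose and ATP substrates / Buffer or medium: Tris pH 8.0 buffer with MgCl2, Tween-20, BSA, BME / Technique: resorufin fluorescence at 613 nm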
SENP7 inh = blocks the human protease SENP7; AID 434973; recombinant SENP7, Z-RLRGG-aminoluciferin luminescence, 40 min; Q9BQF6; inhibition, % at 5 µM; 330,000 tested, 1.5% active;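 active = inhibition above about 50% at the single test dose, limit read from the data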;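 also: plate controls were DMSO with enzyme for no effect and no enzyme buffer wells for full effect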
Target sequence (Q9BQF6 706-1050 limits assumed): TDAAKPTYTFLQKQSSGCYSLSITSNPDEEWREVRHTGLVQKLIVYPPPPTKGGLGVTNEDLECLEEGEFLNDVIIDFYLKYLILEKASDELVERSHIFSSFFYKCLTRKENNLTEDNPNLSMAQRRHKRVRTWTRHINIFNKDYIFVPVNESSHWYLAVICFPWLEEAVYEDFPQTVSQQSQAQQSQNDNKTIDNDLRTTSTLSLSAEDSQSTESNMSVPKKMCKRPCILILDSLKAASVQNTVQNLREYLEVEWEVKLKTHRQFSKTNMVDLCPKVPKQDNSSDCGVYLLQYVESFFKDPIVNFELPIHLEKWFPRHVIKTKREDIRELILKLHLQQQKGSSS
UBC13 polyUb = inhibitors of human UBC13 polyubiquitin chain formation | TR-FRET | AID 485273 | inhibition, % at 20 µM | 330,000 tested, 0.47% active; in the data active = inhibition above about 45%, passing the limit was not always enough
Target sequence (P61088 whole entry, looked up): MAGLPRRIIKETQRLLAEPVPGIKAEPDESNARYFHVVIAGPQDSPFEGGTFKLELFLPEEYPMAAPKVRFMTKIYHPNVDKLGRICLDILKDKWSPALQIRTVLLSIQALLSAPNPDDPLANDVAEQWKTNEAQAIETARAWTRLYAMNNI
Apaf-1 inh = human Apaf-1 inhibition; inhibition, % at 20 µM; O14727; 330,000 tested, 0.71% active; reconstituted apoptosome caspase-3 activity, DEVD-Rh110 fluorescence; active = inhibition of at least 40% at 20 µM;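 also: plate controls were DMSO wells for no effect and DEVD-CHO caspase inhibitor wells for full effect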
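Assay system: Apoptosome proteins | Medium: pH 7.5 Hepes buffer with CHAPS, BSA, DTT | Also added: Cytochrome c and DEVD-Rh110 substrate | Times: 30 min plus 50 min, RT | Detection: Rhodamine 110 fluorescence at Ex 480/Em 540 nm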
* hit, by the source's call; . = no result given. Rule as the data show it, unless noted: active = inhibition above about 50%; inactive = the rest. This is a random part of the collection; any-hit rate near 3.6%.

Molecule	697 NFkB inh	Gli-Sufu block	SENP8 inh	Jurkat NFkB inh	HKDC1 inh	SENP7 inh	UBC13 polyUb	Apaf-1 inh
Cc1cc(C)nc(NS(=O)(=O)c2ccc(NC(=O)CCCN3C(=O)c4ccccc4C3=O)cc2)n1	17	-3	4	11	-10	3	-6	-10
CCN(CC)c1ccc(/C=N/NC(=S)NCc2ccc(OC)cc2)cc1	-13	-8	-4	-17	-1	2	0	2
O=C(c1ccc(F)cc1)N1CCC2(CC1)NCCc1[nH]cnc12	-5	-18	-2	-3	0	3	-2	-4
C#CCn1c(=NC(=O)c2ccccc2[N+](=O)[O-])sc2cc(S(C)(=O)=O)ccc21	0	-10	-10	-12	-10	-5	-12	3
COc1cccc(NC(=O)CN(C)C(=O)c2cc3ccccc3cc2OC)c1	19	-8	2	0	-3	-3	10	19
Cc1nn2cc(-c3cccc(Cl)c3)cnc2c1Br	-90	-57	26	32	-5	81*	2	-11
COc1ccccc1/C=C1\NC(=S)N(CC2CCCO2)C1=O (configuration not stated)	3	0	-1	-15	3	5	-7	-17
Cc1nc2ncnn2c(C)c1CCC(=O)N1CCc2ccccc21	25	9	3	9	-11	0	3	-3
Nc1ccc(C(=O)N2CCCC2)cc1CS(=O)(=O)c1ccc(Cl)cc1	-12	-1	-5	4	4	-1	-10	1
CN(C)c1nc(N(C)C)n(Cc2c(Cl)cccc2Cl)n1	-4	4	2	2	-2	-2	-6	5
CCN1CCN(C(=O)/C=C/c2c(F)cccc2Cl)CC1	18	-4	3	3	-10	3	6	-3
COc1ccc(-c2nn(C)c(=O)c3ccccc23)cc1NC(=O)COc1ccccc1	0	18	4	9	-1	3	10	25
O=C(NCc1cccs1)c1ccc(S(=O)(=O)N2CCOCC2)cc1	-12	8	-6	-2	-6	-1	-5	6
COc1cccc(C(=O)NCCS(=O)(=O)NC(C)CCc2ccccc2)c1 (configuration not stated)	1	22	-6	5	2	1	15	14
CCOC(=O)C(NCc1ccc(F)cc1)(NC(=O)c1ccccc1)C(F)(F)F (configuration not stated)	-16	1	0	4	0	1	1	1
CC1(c2ccncc2)Nc2ccccc2-c2nc3ccccc3n21 (configuration not stated)	-28	-9	-13	1	9	0	-6	11
CCOC(=O)N1CCN(C(=O)CCCn2nc(C)c3sc4ccccc4c3c2=O)CC1	22	-5	2	17	-4	5	0	0
CCCC(=O)Nc1ccccc1NC(=O)c1ccc2c(c1)OCO2	17	.	-10	-11	-5	1	-2	1
O=C(c1cc2cccc([N+](=O)[O-])c2oc1=O)N1CCOCC1	7	5	8	11	-3	-1	-5	-17
CN(CC(=O)Nc1ccc(F)c(F)c1F)C(=O)c1cc(-c2ccncc2)nc2ccccc12	4	14	0	-1	0	-6	3	8
CN1CCN(c2ccc(NC(=O)COc3ccccc3Cl)cc2)CC1	-31	-8	-3	-37	-3	11	2	21
O=C(N1CCOCC1)N1CCN(CC(O)COc2ccc3ccccc3c2)CC1 (configuration not stated)	21	4	-10	7	-6	10	2	3
CCOc1cc(C#N)c(NC(=O)CSc2nnnn2-c2ccc(OC)cc2)cc1OCC	-2	5	10	-4	3	7	9	-3
CC1=CC(C)(C)NC(=S)N1c1cccc2cc(S(=O)(=O)O)ccc12	4	21	1	-2	11	5	-4	5
CCN(CC)c1cccc(OC2=NS(=O)(=O)c3ccccc32)c1	7	7	-1	0	1	3	7	3
CC(C)S(=O)(=O)c1ccc(C(=O)Nc2ccc(F)cc2F)cn1	22	30	-5	-5	4	2	2	-4
COc1ccccc1N1CCN(C(=O)c2cc(C)oc2C)CC1	1	41	1	3	-3	6	-6	-2
C=CCN1C(=O)C(CC(=O)Nc2ccccc2)SC1=Nc1ccc(S(N)(=O)=O)cc1 (configuration not stated)	13	-2	3	-2	-3	5	12	-17
O=C(COC(=O)c1cnc(Cl)c(Cl)c1)NCCC1=CCCCC1	-6	51	-11	4	-3	-4	-13	-3
COc1ccc(-c2noc(CNC(=O)CCCN3C(=O)[C@H]4CC=CC[C@H]4C3=O)n2)cc1	-14	-4	2	-12	-2	12	-3	15
O=C1C(=O)c2ccccc2C(O)=C1C1CCC(c2ccc(Cl)cc2)CC1 (configuration not stated)	16	-2	11	15	4	10	-34	6
Cc1ccc(C)c(N2CCN(C(=O)c3ccccc3Br)CC2)c1	1	1	4	3	-3	5	7	8
COc1ccc(N(C(C)C(=O)N/N=C/c2ccc(OC(C)C)cc2)S(C)(=O)=O)cc1 (configuration not stated)	2	1	12	-3	-11	4	1	-1
CCCNC(=S)N1CC2(C)CN(C(=O)C(=O)OC)CC(C)(C1)C2=O	6	3	10	0	-12	-6	15	-7
O=C(NCc1ccco1)C1CCN(c2nc3ccccc3n2Cc2ccc(F)cc2)CC1	-12	6	3	-4	3	13	12	16
CN1CCN(C(=O)c2ccc(CNS(=O)(=O)c3ccc(F)c(Cl)c3)cc2)CC1	-43	-6	-10	-33	-6	-15	2	-2
Nc1nonc1-n1nnc(C(=O)N/N=C/c2cccnc2)c1CSc1ccc(Cl)cc1	-12	13	4	0	1	-6	9	9
Cc1cccc(S(=O)(=O)Nc2nc3ccccc3nc2OC(C)C)c1	-15	8	1	-30	-3	-6	1	2
COC(=O)c1cccc(S(=O)(=O)N2CCOCC2)c1	-9	1	-3	4	1	6	1	3
O=C(CSc1nnc(Cc2cccs2)n1-c1ccc(Cl)cc1)NCc1ccc2c(c1)OCO2	-24	1	-5	-17	-3	-1	-3	15
O=C(COc1ccccc1)Nc1c(Cl)ccc2nsnc12	-7	-3	2	-5	-2	-6	0	12
COc1ccc(OC)c2sc(NC(=O)c3ccc(S(=O)(=O)N(C)C)cc3)nc12	10	23	-2	-8	0	-16	12	18
NC1=NC(=Nc2cccc(S(N)(=O)=O)c2)c2ccccc21	6	0	2	-5	-2	-3	-6	-2
COc1ccc(CC(=O)NCC(=O)N/N=C/c2ccc(C)o2)cc1	1	1	-5	0	-6	-1	4	-2
CNC(=O)COc1coc(CN2CCN(c3ccccc3OC)CC2)cc1=O	-18	-4	-4	5	-1	-4	-3	6
CCc1nc(SCC(=O)Nc2ccccc2OC)c2c(C)c(C)sc2n1	-1	-2	8	0	-4	3	2	22
Cc1ccc(C2C(C#N)C(C#N)N3CCCN23)cc1 (configuration not stated)	-9	-5	-9	-5	0	-10	-3	-1
COc1cc(C(=O)OCC(=O)NC23CC4CC(CC(C4)C2)C3)cc(OC)c1OC	-19	-9	2	9	-6	8	-6	10
COc1ccc([C@H]2CC(=O)C=C(c3ccc(F)nc3)C2)cc1OC	22	-18	-7	9	-3	0	16	2
COc1ccccc1CNC(=O)[C@H](C)NC(=O)C1CCN(C(=O)[C@H](CCSC)NC(=O)OC(C)(C)C)CC1	5	-9	0	10	-9	-8	6	-9
O=C(O)c1ccc2c(c1)N(Cc1ccccc1)C(=O)c1ccccc1S2	5	9	2	1	5	5	0	8
Nc1ncnc(Nc2cccc(Cl)c2Cl)n1	13	-9	2	-4	-15	-1	8	-12
COc1ccccc1S(=O)(=O)Nc1ccc2cn[nH]c2c1	-34	-25	-1	14	-7	5	2	-13
O=C1COc2ccc(C(=O)COC(=O)COc3ccccc3[N+](=O)[O-])cc2N1	-1	-10	-5	13	10	-10	-3	5
COc1ccc(OCCn2c(N)nc3ccccc32)cc1	1	-5	-1	8	-5	1	18	3
CN(C)c1ccc(NC(=O)c2ccc3nc[nH]c3c2)cc1	-46	-36	-5	-93	3	1	-2	4
COc1cccc(CNc2ccc3[nH]c(=O)[nH]c3c2)c1OCc1ccccc1Cl	-57	-11	2	-20	15	-4	-13	19
CCC1CCCCN1Cc1ccc(N)cc1 (configuration not stated)	14	5	-4	-1	-14	5	-1	-5
O=C(NN=Cc1ccccc1C(=O)O)c1ccc(NS(=O)(=O)c2cccs2)cc1	10	-1	-2	8	-3	2	-6	-5
Cc1coc2c(C)c3oc(=O)c(CCC(=O)N4CCC(C(=O)NCCCC(=O)O)(c5ccccc5)CC4)c(C)c3cc12	16	-7	5	15	-6	-2	12	4

Structural class, the compounds so far with two or more sulfur atoms
Molecule	697 NFkB inh	Gli-Sufu block	SENP8 inh	Jurkat NFkB inh	HKDC1 inh	SENP7 inh	UBC13 polyUb	Apaf-1 inh
C#CCn1c(=NC(=O)c2ccccc2[N+](=O)[O-])sc2cc(S(C)(=O)=O)ccc21	0	-10	-10	-12	-10	-5	-12	3
O=C(NCc1cccs1)c1ccc(S(=O)(=O)N2CCOCC2)cc1	-12	8	-6	-2	-6	-1	-5	6
CC1=CC(C)(C)NC(=S)N1c1cccc2cc(S(=O)(=O)O)ccc12	4	21	1	-2	11	5	-4	5
C=CCN1C(=O)C(CC(=O)Nc2ccccc2)SC1=Nc1ccc(S(N)(=O)=O)cc1 (configuration not stated)	13	-2	3	-2	-3	5	12	-17
O=C(CSc1nnc(Cc2cccs2)n1-c1ccc(Cl)cc1)NCc1ccc2c(c1)OCO2	-24	1	-5	-17	-3	-1	-3	15
COc1ccc(OC)c2sc(NC(=O)c3ccc(S(=O)(=O)N(C)C)cc3)nc12	10	23	-2	-8	0	-16	12	18
CCc1nc(SCC(=O)Nc2ccccc2OC)c2c(C)c(C)sc2n1	-1	-2	8	0	-4	3	2	22
O=C(NN=Cc1ccccc1C(=O)O)c1ccc(NS(=O)(=O)c2cccs2)cc1	10	-1	-2	8	-3	2	-6	-5

Remaining list, next part.
Molecule	697 NFkB inh	Gli-Sufu block	SENP8 inh	Jurkat NFkB inh	HKDC1 inh	SENP7 inh	UBC13 polyUb	Apaf-1 inh
CCOC(=O)c1c(-c2ccc(C)cc2)cn2ccccc12	2	-4	-2	-4	0	1	9	18
COc1ccc(C(C(=O)NC2CCCCC2)N(C(=O)CCl)c2ccccc2Cl)cc1 (configuration not stated)	-1	30	-7	22	-8	3	-8	8
CCn1ccnc1CNC(=O)CC1C(=O)NCCN1Cc1ccccc1F (configuration not stated)	0	-5	-6	-2	-2	6	20	-17
CC(C)c1cc(CN2CCN(Cc3ccc(F)c(F)c3)C(CCO)C2)[nH]n1 (configuration not stated)	13	16	0	3	-11	-8	2	2
